Assay outcomes (PubChem BioAssay)
Epigenetic reg: Quantitative High-Throughput Screen for Regulators of Epigenetic Control | AID 1865, 2009 | Potency, µM (highest dose often 53.9 µM), inactives show top-dose GFP activation, most hits filed as activators | murine LDR cells, GFP reporter derepression, 30 h | 0.2% of 280,000 active; further: % of control where 0% means no effect; nearly all actives have a fitted effect of over 60% in size
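GFP-positive cell count by laser-scanning cytometry (objects 20–120 um) after 30 h, 37 C compound exposure of murine LDR cells; reporter is CMV-GFP integrated at a silenced locus, inducible by HDAC or DNMT inhibitors.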
IMPase Li inh: qHTS Assay for Identifying the Cell-Membrane Permeable IMPase Inhibitors: Potentiation with Lithium | CHO-M1 cells, IP1 TR-FRET (IP-One), carbachol + lithium | Potency, µM (series often up to 59.4 µM), for the others: at the highest dose activity, negative = IMPase inhibition, most hits filed as inhibitors | 0.35% of 210,000 active | AID 1457, 2008;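 further: IP1 builds up when IMPase is blocked and the TR-FRET signal falls; plate controls were basal vehicle for no effect and high inhibitor control for full effect; nearly all actives have a fitted effect of over 50% in size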
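CHO cells stably expressing M1 receptor (2000/well) were cultured 16–30 h, then exposed to compounds with a small lithium addition for 30 min at 37C. IP1 was measured by TR-FRET competition; AC50 from Hill fits.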
RECQ1 inh: qHTS Assay for Inhibitors of RecQ-Like Dna Helicase 1 (RECQ1). RECQ1 DNA unwinding, red fluorescence kinetic read. Potency, µM (titrated, usually from 57.3 µM), without a hit: top-dose activity, negative = inhibition, actives largely listed as inhibitors. AID 2549, 2010. ATP-dependent DNA helicase Q1 (Homo sapiens), P46063. 0.54% of 240,000 active;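 further: plate controls were vehicle for no effect and no enzyme for full effect; nearly all actives have a fitted effect of over 30% in size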
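50 nM RECQ1T1 preincubated 15 min with compound in Tris pH 8.0 buffer with MgCl2, DTT, Tween-20 and 2.5 ug/ml poly(dI-dC); started with 200 nM TAMRA/BHQ-2 forked duplex and 2 mM ATP. Unwinding read as fluorescence (525/598 nm), two reads 2 h apart.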
JMJD2E inh: qHTS Assay for Inhibitors of Human Jumonji Domain Containing 2E (JMJD2E) | Lysine-specific demethylase 4E (Homo sapiens), B2RXH2 | JMJD2E catalytic domain, FDH-coupled NADH fluorescence (FDH is formaldehyde dehydrogenase) | Potency, µM (doses to about 57.1 µM), for inactives: top-dose activity change, negative = inhibition, actives largely listed as inhibitors | 1.6% of 230,000 active | AID 2147, 2009; active means well fitted inhibition curve with a large enough effect, not every such curve was filed as active; inconclusive means small, poorly fitted or top-dose-only effect, or another doubt; inactive means no such curve, though single readings can be large or run the other way;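 further: 0% = wells with enzyme and -100% = buffer wells without enzyme; nearly all actives have a fitted effect of over 50% in size; many of its hits are not listed in these tables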
Target sequence (B2RXH2 1-337 limits assumed): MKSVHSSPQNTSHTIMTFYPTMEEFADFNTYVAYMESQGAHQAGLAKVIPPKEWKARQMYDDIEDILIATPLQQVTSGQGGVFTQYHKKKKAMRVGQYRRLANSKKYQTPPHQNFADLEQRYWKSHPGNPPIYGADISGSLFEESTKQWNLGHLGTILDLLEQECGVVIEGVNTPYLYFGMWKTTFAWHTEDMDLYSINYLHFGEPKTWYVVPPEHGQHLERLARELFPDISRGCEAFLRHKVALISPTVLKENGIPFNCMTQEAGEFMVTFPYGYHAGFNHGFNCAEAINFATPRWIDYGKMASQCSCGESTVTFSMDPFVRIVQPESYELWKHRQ
GoLoco inh red: qHTS Assay for Inhibitors of RGS12 GoLoco Motif Activity (Red Fluorophore); Potency, µM (doses to about 61.6 µM), for inactives: at the highest dose activity, negative = inhibition, most hits filed as inhibitors; Guanine nucleotide-binding protein G(i) subunit alpha-1 (Homo sapiens), P63096; Gai1:RGS12 GoLoco peptide FP, rhodamine, 10 min; 0.44% of 230,000 active; active means well fitted inhibition curve with a large enough effect, not every such curve was filed as active; inactive means no such curve, though single readings can be large or run the other way; further: on the % scale 0 is the no-effect control and ±100 the full control effect; nearly all actives have a fitted effect of over 30% in size; many of its hits are not listed in these tables
NPSR antagonist: qHTS Assay for Antagonists of the Neuropeptide S Receptor: cAMP Signal Transduction | CHO-NPSR cells, cAMP TR-FRET, antagonist mode | Potency, µM (titrated, usually from 38.3 µM), without a hit: top-dose activity change, negative = inhibition, hits mostly inhibitors | 1% of 220,000 active | AID 1461, 2008; further: on the % scale 0 is the no-effect control and ±100 the full control effect; nearly all actives have a fitted effect of over 50% in size; many of its hits are not listed in these tables
Target sequence (Q6W5P4 whole entry, looked up): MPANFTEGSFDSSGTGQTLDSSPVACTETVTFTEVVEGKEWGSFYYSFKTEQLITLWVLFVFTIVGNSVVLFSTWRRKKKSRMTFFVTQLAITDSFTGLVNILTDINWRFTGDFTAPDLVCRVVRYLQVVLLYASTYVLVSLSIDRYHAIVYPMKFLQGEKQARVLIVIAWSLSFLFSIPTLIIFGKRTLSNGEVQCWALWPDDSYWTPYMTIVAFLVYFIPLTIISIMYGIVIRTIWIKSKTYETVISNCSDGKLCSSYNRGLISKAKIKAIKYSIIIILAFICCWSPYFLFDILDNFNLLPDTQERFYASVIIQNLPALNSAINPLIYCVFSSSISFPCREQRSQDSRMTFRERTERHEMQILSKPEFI
Luc counter: Counterscreen for Luciferase (Kinase-Glo TM) Inhibition; Kinase-Glo luciferase, ATP luminescence, 8 min; Potency, µM (series often up to 38.3 µM), without a hit: at the highest dose activity change, negative = inhibition, hits mostly inhibitors; 0.28% of 200,000 active; AID 1379, 2008; further: on the % scale 0 is the no-effect control and ±100 the full control effect; nearly all actives have a fitted effect of over 60% in size
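Substrate mix (final 50 mM imidazole pH 7.2, 50 mM KCl, 7 mM MgCl2, 10 uM ATP, 0.01% Tween 20, 0.05% BSA) plus pin-tool compound, then Kinase-Glo detection mix; 8 min ambient, luminescence read.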
SMN2 splice up: qHTS Assay for Enhancers of SMN2 Splice Variant Expression. AID 1458, 2008. 2.8% of 210,000 active. Potency, µM (top dose mostly 46.1 µM), for inactives: at the top dose activity change, positive = activation, most hits filed as activators. HEK293 SMN2-luciferase splicing reporter, luminescence, 30-36 h; further: % of control where 0% means no effect; nearly all actives have a fitted effect of over 55% in size
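HEK293 cells carry an SMN2 minigene-luciferase reporter in which exon 7 inclusion puts luciferase in frame. Cells were seeded at 2000 cells/well, attached for 10-12 hours, then exposed to compounds for 30-36 hours at 37C before ONE-Glo luminescence.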
* marks the source's active call; other numbers are inactive results; i = inactive; ? = inconclusive; nt = no result given; & = joins results of further samples; [ ] = dose if it differs, or a comment. Unless noted, the call rests on the fitted dose curve; in most records, active means well fitted curve in the direction sought with a large enough effect; inconclusive means small, poorly fitted or top-dose-only effect, or another doubt; inactive means no such curve, though single readings can be large; an effect the other way counts as inactive or inconclusive. Potency means the concentration at half of the fitted maximal effect.

Molecule	Epigenetic reg	IMPase Li inh	RECQ1 inh	JMJD2E inh	GoLoco inh red	NPSR antagonist	Luc counter	SMN2 splice up
COc1cccc(NC(=O)CSc2nc3c([nH]c4ccccc43)c(=O)n2C)c1	2.4%	28.5%	-2.5%	-8.2%	3.0%	-44.2%	-0.4%	16.0%
CNC(=S)N1CCn2cccc2C1c1cc(OC)c(OC)c(OC)c1 (stereo not given)	3.9%	-7.3%	-1.8%	-10.0%	5.4%	-0.6%	2.2%	5.0%
Cc1ccc(N(CC(=O)Nc2ccc3c(c2)OCCO3)S(=O)(=O)c2c(C)noc2C)cc1	-1.1%	-0.3%[38.3 µM]	-5.9%	3.9%	7.8%	-19.4%[46.1 µM]	-10.6%	-22.2%
CC(C)[C@H](NC(N)=O)C(=O)Nc1ccc(OCc2ccccc2)cc1	?	-4.8%	i	-10.2%	-1.3%	2.9%	-0.8%	0.5%
CN1CCN(c2ccc(S(=O)(=O)N3CCCCC3)cc2NC(=O)Cc2ccccc2F)CC1	0.0%	-4.3%	0.6%	5.8%	12.4%	11.4%	-2.7%	18.7%
CCOC(=O)c1nnn(-c2nonc2N)c1-c1cccc2ccccc12	0.0%	26.9%[38.3 µM]	-9.3%	-11.6%	-9.9%	-10.2%[46.1 µM]	1.7%	-7.2%
CC(=O)NNC(=O)CCn1nnc2ccccc21	-5.0%	-1.3%	i	-1.9%	-4.7%	-3.4%	1.5%	nt
Cc1ccc(NC(=O)CSC2=C(C#N)C(c3ccc4c(c3)OCO4)C3=C(CCCC3=O)N2)c(C)c1 (stereo not given)	0.4%	-1.0%[38.3 µM]	-9.4%	?	-8.9%	?	10.7%	-4.2%
Nc1ccccc1-c1nnc(SCc2ccccc2Cl)[nH]c1=O	-1.0%	16.1%[38.3 µM]	i	1.9%	7.4%	-6.2%[46.1 µM]	-2.4%	4.6%
CCOC(=O)CNc1ncnc2nc[nH]c12	-0.8%	31.5%[38.3 µM]	-10.4%	-3.6%	4.8%	-1.3%[46.1 µM]	2.5%	13.4%
Cc1ccc(C)c(NC(=S)NCc2cccs2)c1	3.4%	8.1%	3.6%	5.4%	9.3%	7.4%	1.5%	?
CCOC(=O)c1ccc(NS(=O)(=O)N2CCCCCC2)cc1	-1.1%	36.1%[38.3 µM]	0.1%	4.4%	-1.8%	-14.5%[46.1 µM]	-2.2%	9.4%
O=S(=O)(NCc1cccnc1)c1cc(Cl)ccc1Cl	1.9%	16.0%[38.3 µM]	-16.9%	6.6%	10.4%	1.9%[46.1 µM]	0.6%	-2.7%
CCN(CC)C(=O)Cn1cc(C(=O)C(=O)N2CCCc3ccccc32)c2ccccc21	3.3%	-0.7%	-1.2%	-1.4%	-4.5%	-13.8%	-2.2%	-13.9%
CS(=O)(=O)N1CCC2(CCN(c3cccc(-c4ccccc4)c3)CC2)CC1	nt	13.3%	-16.8%	nt	1.2%	nt	0.2%	-39.5%[inhibitor]
C=CCNCCCCOc1ccccc1	-3.2%	3.7%	0.0%	3.6%	6.5%	-29.1%	-1.7%	0.0%
COc1ccc(C(=O)Nc2nccs2)cc1OC	-1.0%	12.3%[38.3 µM]	i	0.9%	10.2%	-3.9%[46.1 µM]	-3.8%	7.08µM*
N#Cc1cc(-c2ccc(Cl)cc2)cnc1Sc1ccccc1	1.3%	-15.6%[38.3 µM]	-2.5%	?	4.2%	-25.4%[46.1 µM]	-1.2%	4.2%
Nc1cc(N)nc(SCCOc2ccccc2)n1	0.0%	-18.0%[38.3 µM]	i	-3.4%	10.2%	4.0%[46.1 µM]	-9.6%	7.6%
CC(=O)N1CCN(Cc2nc3cc(NC(=O)c4ccccc4)ccc3n2C)CC1	-2.0%	-3.7%[38.3 µM]	-8.1%	2.1%	4.3%	1.4%[46.1 µM]	-0.6%	-3.6%
Nc1cc(Cl)c(N)c(Cl)c1	nt	12.2%	12.8%	nt	2.5%	nt	nt	4.2%
CCC(OC(=O)c1cc2sccc2n1C)C(=O)NCC1CCCO1 (stereo not given)	-1.0%	10.5%[38.3 µM]	-4.4%	11.2%	-2.6%	1.7%[46.1 µM]	0.9%	-17.6%
CN(C)CC/C=C1\c2ccccc2COc2ccccc21	1.1%	27.7%&21.8%&32.6%&6.0%	?	?	4.8%	-3.6%[46.1 µM]	-2.4%	-15.5%
COCc1cc(C)nc(SCC(=O)Nc2ccccc2C)c1C#N	0.1%	-7.4%[38.3 µM]	-11.2%	-5.2%	-4.8%	-4.7%[46.1 µM]	1.4%	-11.3%
O=C(NN=C1CCCCCCC1)c1ccc(F)cc1	-0.1%	10.2%	-7.9%	49.4%[activator]	20.1%	3.1%	0.1%	-0.7%
Cc1ccc(-c2cccc(C3CC=CC4C3C(=O)N(Cc3ccccc3)C4c3cc(C)ccc3F)c2)cc1 (stereo not given)	0.9%	nt	2.6%	9.6%	7.4%	-50.3%	nt	nt
NC(=O)CCCCC(N)=O	nt	15.4%	-7.8%	nt	-3.5%	nt	nt	16.3%
C(=C\c1ccccc1)/C=N/Nc1nc(N2CCCCC2)nc(N2CCCCC2)n1	-2.2%	6.8%[38.3 µM]	-8.5%	-1.5%	6.4%	-4.5%[46.1 µM]	-0.9%	-5.6%
O=C(CCC(=O)NNC(=O)COc1ccccc1)NCc1ccccc1	-1.2%	-5.3%[38.3 µM]	-1.3%	-2.0%	1.3%	5.9%[46.1 µM]	-3.7%	5.7%
CN(C(=O)COc1ccccc1)c1nnc(C23CC4CC(CC(C4)C2)C3)s1	0.2%	-5.4%	-3.3%	-8.0%	10.1%	-15.1%	-6.5%	-1.1%
CCCC(=O)c1ccc(N2CCN(S(=O)(=O)c3ccccc3)CC2)c(F)c1	0.9%	7.7%[38.3 µM]	i	-7.5%	-3.4%	-15.8%[46.1 µM]	-0.1%	-7.0%
Cc1ccc(-c2cn(S(=O)(=O)c3cccc([N+](=O)[O-])c3)nc2N)cc1	-0.5%	6.5%	i	-2.5%	-15.8%	32.2%	5.5%	nt
Cc1ccc(OCc2nnc(SCC(=O)O)n2N)cc1	-1.7%	-0.8%[38.3 µM]	-0.2%	-10.6%	59.4%[activator]	-2.5%[46.1 µM]	-3.2%	-6.5%
O=C(c1ccccc1)c1ccc(C(=O)N2CCOCC2)cc1	-0.8%	-5.4%[38.3 µM]	-18.9%	-1.2%	7.4%	8.6%[7.67 µM]	-0.2%	-12.6%
O=C(NCC(=O)N(c1ccc(F)cc1)C(C(=O)NC1CCCC1)c1cccnc1)c1cccs1 (stereo not given)	-1.5%	-1.6%	i	-7.0%	11.5%	-13.2%	-0.6%	-9.0%
CCOc1ccc(/C=N/O)cc1	-3.0%	32.8%[activator][38.3 µM]	i	-1.1%	2.8%	-2.8%[46.1 µM]	-6.6%	17.8%
CC1(C)CC(=O)C2=C(C1)OC(N)=C(C#N)C21CCN(Cc2ccccc2)CC1	0.0%	-2.0%[38.3 µM]	-2.9%	?	32.3%[activator]	?	-2.5%	16.9%
CCOC(=O)CC1=C(C(=O)OCC)C(c2ccc(OC)cc2OC)C(C#N)=C(N)O1 (stereo not given)	3.9%	nt	-4.1%	?	nt	-21.8%[46.1 µM]	2.4%	nt
O=C(N/N=C/c1ccncc1)c1cnccn1	1.1%	nt	-0.5%	-4.4%	11.7%	-12.2%	nt	nt
COc1ccc(Nc2nc(-c3c[nH]c4ccccc34)cs2)cc1	1.3%	0.3%	-2.0%	-16.7%	30.6%[activator]	-11.1%	-1.3%	?
C/C(=N\NC(N)=O)C1CC(CC(C)C)C(=O)O1 (stereo not given)	0.2%	13.7%	-1.3%	9.6%	9.7%	4.6%	7.1%	3.5%
Cc1nnc(SCC(=O)O)s1	3.8%	3.3%	13.4%	-14.9%	5.4%	16.9%	-0.4%	0.0%
CC1CCCN(CC(=O)N2c3ccccc3Sc3ccccc32)C1 (stereo not given)	-1.4%	32.7%[activator]	-1.1%	-11.7%	4.0%	-26.5%	-0.1%	-9.5%
O=C(CCS(=O)(=O)c1ccc(Cl)cc1)N1CCN(S(=O)(=O)c2cccs2)CC1	2.2%	22.8%[38.3 µM]	11.5%	-23.2%	-6.9%	?	-2.0%	9.6%
CCN1CCN(C(=O)c2ccc3c(c2)S(=O)(=O)c2ccccc2C3=O)CC1	1.1%	-12.7%	-3.3%	-12.4%	-1.2%	22.6%	3.2%	-15.1%
CC(C)Nc1nc(Cl)nc(NCCOc2ccccc2)n1	0.0%	4.7%	-4.3%	7.1%	3.3%	-1.4%[46.1 µM]	1.0%	9.5%
Cc1cc(C)cc(N(C(=O)c2sc(C)nc2C)C(C(=O)NCc2ccco2)c2ccccc2)c1 (stereo not given)	1.5%	26.7%[38.3 µM]	0.8%	-0.8%	0.8%	?	1.4%	-9.2%
C(=N\n1cnnc1)/c1ccc(OC2CSC2)cc1	0.9%	1.4%[38.3 µM]	7.9%	1.8%	-2.4%	-15.9%[46.1 µM]	11.6%	-14.5%

An excerpt, so the mix of outcomes need not match the whole.
